RSV antiviral HEp-2 – inhibition of RSV-induced cytopathic effect – HEp-2 cells, primary 10 µM value included (AID 2391) | CPE inhibition, % at 10 µM, or IC50 in µM where a hit was titrated | HEp-2 cells, RSV-induced CPE inhibition; higher % means a stronger effect | 310,000 compounds, 0.13% hits; in the data active means a potency from the dose series; inconclusive means CPE inhibition mostly from about 23% at the one dose, without a potency; inactive means the rest, 99 in 100 with CPE inhibition below about 21%; further: strong numbers were not always called active
PhoP inhibition – PhoP-dependent GFP reporter repression – Salmonella Typhimurium, primary screen (AID 1863); S. Typhimurium PhoP-regulated promoter GFP reporter, 4 h; higher % means a stronger effect; one-dose inhibition, % at 50 µM; IC50 in µM for titrated hits; 300,000 compounds, 0.16% hits;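 active means inhibition over 29.93%, a cutoff 3 SD above the screen mean, later confirmed by dose response; inconclusive means inhibition over 29.93% but no dose response follow-up; inactive means inhibition at most 29.93% or unconfirmed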;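 further: 0% = low Mg2+ inducing control and 100% = high Mg2+ repressing control; strong numbers were not always called active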
T cell modulator – T cell immune modulators affecting CD8 T cell-vesicle binding. 2C CD8+ T cell-vesicle binding, flow cytometry; active compounds read low. calls only at 7 µM. 330,000 compounds, 0.068% hits. AID 2052;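 active means response, share of CD8 T cells binding vesicles, and their 90th percentile fluorescence all below set limits, cut at about 80% in these data, passing the limit was not always enough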
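System: murine 2C transgenic CD8+ T lymphocytes; also added: QL9-loaded Drosophila micro-vesicles; times: binding 1.5 h at 37 °C; measured by: flow cytometry, PE anti-B7-1 (FL2) versus Alexa647 anti-CD8 (FL8), PFA-fixed; control set: Peptide-free naked vesicles (low) and QL9 vesicles with 0.7% DMSO vehicle (high)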
Dengue-2 NS5 capping – Dengue-2 NS5 methyltransferase inhibitors, primary screen, biochemical, confirmation dose response (AID 588689); one-dose inhibition, % at 25 µM; IC50 in µM for titrated hits; Dengue-2 NS5 methyltransferase capping enzyme assay, biochemical; higher % means a stronger effect; 340,000 compounds, 0.3% hits; in the data active means a potency from the dose series; inconclusive means inhibition above about 29% without an active follow-up result
UTI89 phage lysis – protection from phage-mediated lysis, alamar blue read-out – E. coli UTI89, K1F phage, bacterial capsule biogenesis inhibitors (AID 488966). E. coli UTI89 K1F phage lysis, alamar blue, 2 h; higher % means a stronger effect. inhibition, % at 100 µM, or IC50 in µM where a hit was titrated. 340,000 compounds, 0.02% hits;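 active means phage lysis inhibition, versus mean bacterial control, above a set limit; inconclusive means no clear call, values can overlap the other calls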;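 further: capsule biogenesis inhibitors block K1F phage lysis so surviving cells raise fluorescence; higher fluorescence means more inhibition of phage lysis; actives were called in the ten point dose series up to 300 µM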
NTR1 agonist – agonists of NTR1, primary screen, imaging, U2OS cells, beta-arrestin-GFP, high content (AID 493036). P30989. NTR1-U2OS beta-arrestin-GFP spot imaging, agonist mode. activation, % at 20 µM. 330,000 compounds, 0.17% hits;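 active means activation at or above 40% of the spot to cytoplasm intensity ratio, with at least 20 cells analyzed; inconclusive means wells under 20 cells, flagged as cytotoxic or low count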;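 further: 0% = DMSO without peptide and 100% = 100 nM NTR1 peptide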
Target sequence (P30989 whole entry, looked up): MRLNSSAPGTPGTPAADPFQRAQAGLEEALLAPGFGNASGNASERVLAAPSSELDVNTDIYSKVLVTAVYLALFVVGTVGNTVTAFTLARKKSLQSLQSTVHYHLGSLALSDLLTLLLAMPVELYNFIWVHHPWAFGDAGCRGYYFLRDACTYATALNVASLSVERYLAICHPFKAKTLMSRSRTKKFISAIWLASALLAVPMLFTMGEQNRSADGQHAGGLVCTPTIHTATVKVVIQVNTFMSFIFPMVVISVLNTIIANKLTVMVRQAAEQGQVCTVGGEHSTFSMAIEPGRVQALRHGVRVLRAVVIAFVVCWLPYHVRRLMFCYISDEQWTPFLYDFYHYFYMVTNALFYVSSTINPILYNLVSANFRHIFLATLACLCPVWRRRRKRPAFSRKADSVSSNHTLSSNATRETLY
SV40 large T antigen – TAg ATPase/helicase activity blockers – biochemical (AID 1903); SV40 large T antigen ATPase/helicase inhibition assay; higher % means a stronger effect; inhibition, % at 20 µM, or IC50 in µM where a hit was titrated; 310,000 compounds, 0.39% hits; in the data active means a potency from the dose series; inconclusive means inhibition mostly from about 32% at the one dose, without a potency; inactive means the rest, 99 in 100 with inhibition below about 32%; further: strong numbers were not always called active
West Nile antiviral – inhibition of WNV-induced cytopathic effect – cell-based, CPE readout (AID 1621); CPE inhibition, % at 10 µM; hits with a dose series show IC50 in µM; 290,000 compounds, 0.02% hits; West Nile virus-infected cells, CPE inhibition; higher % means a stronger effect; in the data active means a potency from the dose series; inconclusive means CPE inhibition mostly from about 3.7% at the one dose, without a potency; inactive means the rest, 99 in 100 with CPE inhibition below about 2.2%; further: strong numbers were not always called active
MgcRacGAP inhibition – MgcRacGAP GTPase-activating activity inhibitors, confirmation, biochemical, ADP Hunter fluorescence. MgcRacGAP-stimulated Rac1 GTP hydrolysis, ADP Hunter fluorescence; higher % means a stronger effect; GST-tagged Rac1 F28L mutant substrate. inhibition, % at 30 µM; hits with a dose series show IC50 in µM. 340,000 compounds, 0.6% hits. AID 624330;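 active means first-screen hits whose inhibition reached a set limit at any dose in the follow-up dose series; inconclusive means inhibition above the set first-screen limit but never retested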;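 further: fluorescence reports GDP produced by GAP-driven GTP hydrolysis; strong numbers were not always called active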
T cell modulator vesicle-bound % – recorded beside T cell modulator, whose call it bears; double positive events, %; measured here: CD8+ vesicle-bound cell fraction;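 binding gate set so that unloaded-vesicle control wells show 10% double positive cells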
NTR1 agonist cell count 20 µM – second read-out of NTR1 agonist, no call of its own (marks repeat the call); cell count; measured here: cell count, cytotoxicity flag
Dengue-2 NS5 capping pilot replicate – recorded beside Dengue-2 NS5 capping, whose call it bears; inhibition, %; measured here: pilot screen replicate inhibition
Starred values were filed as active, the others as inactive; i = inactive; ? = inconclusive; . = not tested or not shown; [ ] = remark or other dose.

SMILES	RSV antiviral HEp-2	PhoP inhibition	T cell modulator	T cell modulator vesicle-bound %	Dengue-2 NS5 capping	UTI89 phage lysis	NTR1 agonist	NTR1 agonist cell count 20 µM	SV40 large T antigen	West Nile antiviral	MgcRacGAP inhibition	others
O=C(CO/N=C/c1ccc2c(c1)OCO2)Nc1cccc(Br)c1	1.8%	-1%	i	38	-1%	1.0%[50 µM]	1.6	66	6%	-0.6%	2%
CC(C)(Oc1ccc(Cl)cc1)C(=O)Nc1ncccn1	0.3%	3%	i	46	-6%	0.6%	0.5	81	11%	-0.5%	-1%
CC(=O)c1cccc(N=C2C(=O)Nc3ccccc32)c1	1.1%	5%	i	10	0%	1.0%	0.1	86	4%	-0.4%	14%
N#C/C(=C\C1=C(N2CCOCC2)C(=C\c2ccccc2)/CC1)C(=O)Nc1ccccc1F	.	9%	.	.	-17%	-0.2%	.	.	8%	-0.9%	6%
O=C(Nc1ccc2c(c1)OCO2)c1ccc(N2CCCC2)c([N+](=O)[O-])c1	2.5%	-1%	i	43	-5%	11%	2.8	48	-2%	0.7%	2%
O=C(Cn1c(=O)oc2ccccc21)Nc1ccc(Cl)cc1Cl	0.0%	8%	i	42	0%	0.3%	-1.5	92	8%	-0.9%	8%
CC1CCC2(CC1)NC(=O)N(CC(=O)NCCc1ccccc1)C2=O (centres undefined)	.	.	i	46	-2%	-3.6%	0.5	58	.	.	5%
COc1ccc(CCNC(=O)CCn2c(=O)oc3ccccc32)cc1OC	0.9%	-1%	i	22	0%	0.3%	4.2	52	11%	-0.3%	4%
COc1ccccc1N1CCN(C(=O)C2CCN(S(=O)(=O)c3ccc4c(c3)CC(C)N4C(=O)C3CC3)CC2)CC1 (centres undefined)	?	0%	i	14	-4%	0.0%	1.5	58	0%	-0.3%	6%
C/C(CC(C)C)=N/Nc1ccc([N+](=O)[O-])cc1[N+](=O)[O-]	2.7%	1%	i	31	-4%	-0.8%	5.8	63	9%	-1.3%	12%
OCCCNc1nc(-c2ccccc2)nc2c1oc1ccccc12	.	-7%	i	46	-1%	1.6%	5.5	49	7%	0.9%	13%
CCOc1cc(/C=N\Nc2nc(Nc3ccccc3)nc(N3CCOCC3)n2)ccc1OC(=O)c1ccco1	56%	23%	i	32	4%	5.8%	0.9	57	26%	2.2%	3%
CCn1ncc(CN2CCCC(C(=O)c3cccc(OC(C)C)c3)C2)c1C (centres undefined)	-0.5%	-4%	i	57	4%	1.4%	2.7	85	3%	-0.6%	7%
CCc1ccccc1NC(=O)CN(C)C(=O)c1cccc(S(=O)(=O)N2CCCCCC2)c1	0.1%	.	i	35	-10%	0.6%[50 µM]	-0.7	83	.	.	10%
O=S(Cc1ccccc1)CC(O)(c1ccccc1)c1ccccc1 (centres undefined)	2.3%	13%	i	54	-1%	0.4%	0.6	79	4%	-0.8%	4%	Dengue-2 NS5 capping pilot replicate=-2.4
Cc1ccccc1OCC(=O)Nc1sc2c(c1C#N)CC(C)(C)NC2(C)C	-0.4%	9%	i	34	-4%	0.0%	1.2	48	0%	-0.6%	6%
Cc1ccnc2c1ccc1cccnc12	.	.	.	.	-8%	2.8%[50 µM]	-0.8	71	.	.	9%
O=C(CCNC(=O)c1ccccc1Cl)NCCc1ccc(Cl)cc1	2.3%	-6%	i	12	-6%	-0.1%	-0.6	99	10%	-0.1%	8%
CCCOc1ccc(-c2nc(C#N)c(NCCCn3ccnc3)o2)cc1	-0.9%	-9%	i	15	4%	3.7%	0.8	80	28%	-0.5%	1%
CC(=O)c1c(C)[nH]c(C(=O)COc2ccc3ccc(=O)oc3c2)c1C	0.3%	2%	i	24	-10%	0.4%[50 µM]	-0.5	50	6%	.	3%
O=C(CCn1cccn1)Nc1ccc2c(c1)OCO2	-0.5%	9%	i	13	-12%	0.1%	-0.2	61	1%	0.0%	11%
CC1(C)CC(=O)c2sc(NS(=O)(=O)c3cc(Cl)ccc3Cl)nc2C1	1.4%	0%	i	26	3%	0.3%	-0.7	57	6%	-0.4%	8%
COc1ccc(C(=O)Nc2ccc(N3CCN(C(=O)C(C)C)CC3)cc2)cc1[N+](=O)[O-]	1.5%	-9%	i	34	4%	4.7%	-0.8	59	-3%	-0.8%	4%
Cc1ccc(Cn2ccc(NC(=O)c3noc4c3CCCCC4)n2)cc1	2.1%	-3%	i	11	-10%	0.4%	-0.7	81	11%	-0.6%	11%
O=C(NC(=S)N1CCCCC1)C12CC3CC(CC(C3)C1)C2	0.3%	0%	i	56	-14%	0.3%	0.7	91	0%	-0.7%	6%
Fc1cccc(Nc2c3c(nc4ccccc24)CCC3)c1	?	7%	i	8	-2%	0.7%	6.4	56	24%	-2.4%	7%
CC(C)Oc1ccc(C(=O)NCc2cccnc2)cc1	1.0%	-3%	i	40	-2%	0.8%	-0.8	83	4%	0.6%	6%
CCn1c(C)nc2cc(C(=O)N3N=C(CCOC)CC3(O)C(F)(F)F)ccc21 (centres undefined)	1.5%	-2%	i	52	5%	1.7%	-1.5	41	12%	-0.4%	-1%
O=C(COc1ccc2ccccc2c1)N1CCN(c2ccccc2)CC1	-0.1%	-10%	i	61	-2%	1.2%[50 µM]	1.0	71	11%	.	3%
Cc1ccc(NC(=O)CN2CCN(Cc3ccccc3)CC2)cc1	-0.3%	8%	i	39	7%	1.0%[50 µM]	7.5	39	4%	-1.1%	10%
NC(=O)[C@H]1CC2(CC(c3cccc(NC(=O)COc4ccc(Cl)cc4)c3)=NO2)CN1C(=O)c1ccc(Cl)cc1 (some centres undefined)	-1.1%	4%	i	21	-5%	0.3%	5.2	79	22%	0.1%	6%
COc1ccccc1N1C(=NC(=O)COc2ccccc2)SC2CS(=O)(=O)CC21 (centres undefined)	1.0%	-6%	i	7	3%	0.2%	0.0	56	7%	-0.4%	7%
CCOc1ccc(CCNC(=O)COC(=O)c2cccc(S(=O)(=O)N3CCCC3)c2)cc1OCC	1.5%	9%	i	32	-1%	1.1%[50 µM]	0.8	65	8%	.	3%
CCCS(=O)(=O)N1CCCC(C(=O)NCCN2CCCCC2C)C1 (centres undefined)	0.1%	-2%	i	61	11%	-0.2%	-0.6	37	5%	-0.2%	11%
Cc1ccccc1CN1CCN(C(=O)c2cccc3ccccc23)CC1	6.4%	-1%	i	56	-2%	-0.2%	0.4	47	11%	-1.4%	215µM*
CC(=O)Nc1ccc(S(=O)(=O)Nc2nc3ccccc3nc2N2CCc3ccccc3C2)cc1	21%	-14%	i	4	6%	0.7%	3.0	55	10%	-0.1%	8%
N#CCCn1nnc(-c2ccccc2F)n1	0.1%	-2%	i	58	-5%	0.2%	-0.7	66	5%	0.0%	-3%
CCOC(=O)c1c(C)[nH]c(NC(=O)Nc2ccc(NC(C)=O)cc2)c1C	1.4%	-3%	i	18	1%	1.1%[50 µM]	-1.2	91	7%	-0.4%	11%
CCOC(=O)C1=C(O)C(=O)N(C2CCCCC2)C1	4.3%	-9%	i	33	-2%	-0.9%	-1.4	58	4%	-0.1%	-1%

Compounds listed so far with four or more nitrogen atoms:
SMILES	RSV antiviral HEp-2	PhoP inhibition	T cell modulator	T cell modulator vesicle-bound %	Dengue-2 NS5 capping	UTI89 phage lysis	NTR1 agonist	NTR1 agonist cell count 20 µM	SV40 large T antigen	West Nile antiviral	MgcRacGAP inhibition	others
COc1ccccc1N1CCN(C(=O)C2CCN(S(=O)(=O)c3ccc4c(c3)CC(C)N4C(=O)C3CC3)CC2)CC1 (centres undefined)	?	0%	i	14	-4%	0.0%	1.5	58	0%	-0.3%	6%
C/C(CC(C)C)=N/Nc1ccc([N+](=O)[O-])cc1[N+](=O)[O-]	2.7%	1%	i	31	-4%	-0.8%	5.8	63	9%	-1.3%	12%
CCOc1cc(/C=N\Nc2nc(Nc3ccccc3)nc(N3CCOCC3)n2)ccc1OC(=O)c1ccco1	56%	23%	i	32	4%	5.8%	0.9	57	26%	2.2%	3%
CCCOc1ccc(-c2nc(C#N)c(NCCCn3ccnc3)o2)cc1	-0.9%	-9%	i	15	4%	3.7%	0.8	80	28%	-0.5%	1%
COc1ccc(C(=O)Nc2ccc(N3CCN(C(=O)C(C)C)CC3)cc2)cc1[N+](=O)[O-]	1.5%	-9%	i	34	4%	4.7%	-0.8	59	-3%	-0.8%	4%
Cc1ccc(Cn2ccc(NC(=O)c3noc4c3CCCCC4)n2)cc1	2.1%	-3%	i	11	-10%	0.4%	-0.7	81	11%	-0.6%	11%
CCn1c(C)nc2cc(C(=O)N3N=C(CCOC)CC3(O)C(F)(F)F)ccc21 (centres undefined)	1.5%	-2%	i	52	5%	1.7%	-1.5	41	12%	-0.4%	-1%
NC(=O)[C@H]1CC2(CC(c3cccc(NC(=O)COc4ccc(Cl)cc4)c3)=NO2)CN1C(=O)c1ccc(Cl)cc1 (some centres undefined)	-1.1%	4%	i	21	-5%	0.3%	5.2	79	22%	0.1%	6%
CC(=O)Nc1ccc(S(=O)(=O)Nc2nc3ccccc3nc2N2CCc3ccccc3C2)cc1	21%	-14%	i	4	6%	0.7%	3.0	55	10%	-0.1%	8%
N#CCCn1nnc(-c2ccccc2F)n1	0.1%	-2%	i	58	-5%	0.2%	-0.7	66	5%	0.0%	-3%
CCOC(=O)c1c(C)[nH]c(NC(=O)Nc2ccc(NC(C)=O)cc2)c1C	1.4%	-3%	i	18	1%	1.1%[50 µM]	-1.2	91	7%	-0.4%	11%

In the list so far, two contain two or more sulfur atoms:
SMILES	RSV antiviral HEp-2	PhoP inhibition	T cell modulator	T cell modulator vesicle-bound %	Dengue-2 NS5 capping	UTI89 phage lysis	NTR1 agonist	NTR1 agonist cell count 20 µM	SV40 large T antigen	West Nile antiviral	MgcRacGAP inhibition	others
CC1(C)CC(=O)c2sc(NS(=O)(=O)c3cc(Cl)ccc3Cl)nc2C1	1.4%	0%	i	26	3%	0.3%	-0.7	57	6%	-0.4%	8%
COc1ccccc1N1C(=NC(=O)COc2ccccc2)SC2CS(=O)(=O)CC21 (centres undefined)	1.0%	-6%	i	7	3%	0.2%	0.0	56	7%	-0.4%	7%
